# Screens from PubChem BioAssay.
# DUSP3 inh = blocks human VHR1 dual specificity phosphatase. recombinant VHR phosphatase, pNPP absorbance. 290,000 tested, 0.52% active. inhibition, % at 13.3 µM. AID 1654; in the data active = inhibition above about 50%; note: some compounds called inactive have numbers as strong as hits
# Target sequence (P51452 whole entry, looked up): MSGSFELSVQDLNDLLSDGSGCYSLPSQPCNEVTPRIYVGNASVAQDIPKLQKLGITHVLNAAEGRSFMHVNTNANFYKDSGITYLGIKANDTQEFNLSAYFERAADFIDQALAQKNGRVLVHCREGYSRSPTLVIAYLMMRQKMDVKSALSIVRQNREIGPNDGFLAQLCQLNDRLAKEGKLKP
# SARS 3CLpro inh = SARS-CoV 3CLpro protease inhibition; 290,000 tested, 0.14% active; P0C6X7; inhibition, % at 6 µM; recombinant SARS-CoV 3CLpro, quenched FRET peptide cleavage; in the data active = inhibition above about 12%
# Yp Topo-I inh = Y. pestis Topo-I inhibition via cleavage products. Y. pestis Topo-I cleavage product accumulation, plate reader. activity, % at 10 µM. 360,000 tested, 0.064% active. AID 504884; in the data active = activity above about 50%, passing the limit was not always enough; note: inactives centre near 2
# Vc quorum ag = quorum light induction in luxS cqsA deficient V. cholerae; V. cholerae BH1578 lux reporter, luminescence, 6 h; activation, % at 18.7 µM; 350,000 tested, 0.16% active; AID 588436; in the data active = activation mostly above about 9.7%, no sharp cut-off; note: not every result past the cut was called active; inactives centre near 0; reference of the scale not given here
# TcdB GH inh = inhibitors of Clostridioides difficile toxin B glycohydrolase. inhibition, % at 9.99 µM. 350,000 tested, 0.24% active. TcdB glycohydrolase enzymatic assay, plate reader; in the data active = inhibition above about 10%
# Rv3671c inh = Rv3671c (M. tuberculosis) protease inhibition; inhibition, % at 5.96 µM; 320,000 tested, 0.048% active; in the data active = inhibition above about 38%;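 note: extracellular domain of Rv3671c used as enzyme; 0% = enzyme with DMSO and 100% = no enzyme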
# Target sequence (P9WHR9 whole entry, looked up, the tested form may be a part): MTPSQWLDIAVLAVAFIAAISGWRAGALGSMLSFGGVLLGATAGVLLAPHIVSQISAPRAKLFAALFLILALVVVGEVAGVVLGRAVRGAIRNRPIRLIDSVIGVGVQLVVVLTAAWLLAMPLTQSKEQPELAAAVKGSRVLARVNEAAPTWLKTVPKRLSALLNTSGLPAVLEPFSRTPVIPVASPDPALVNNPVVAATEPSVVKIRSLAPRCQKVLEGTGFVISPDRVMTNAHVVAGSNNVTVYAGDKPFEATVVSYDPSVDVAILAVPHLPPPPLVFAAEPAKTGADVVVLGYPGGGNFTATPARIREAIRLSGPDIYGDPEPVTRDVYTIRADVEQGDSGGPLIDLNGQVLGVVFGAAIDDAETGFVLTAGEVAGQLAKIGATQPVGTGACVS
# Anthrax LF prot = anthrax lethal factor protease inhibition | inhibition, % at 10 µM | P15917 | multiplex microsphere protease cleavage assay, LF | 360,000 tested, 0.12% active; in the data active = inhibition above about 30%; note: plate controls were buffer without enzyme for full effect and enzyme alone for no effect
# PfHsp40 yeast = compounds rescuing yeast from Plasmodium falciparum HSP40 toxicity | S. cerevisiae expressing PfHsp40, growth rescue, ATP luminescence | growth rescue, % at 12.5 µM | 340,000 tested, 0.68% active; in the data active = growth rescue above about 28%, passing the limit was not always enough;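 note: yeast W303a lacking pdr1 and pdr3 grown in galactose medium; growth measured after three days at 30 °C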
# MazEF act = increases E. coli MazEF RNase cleavage of RNA; P0AE70; FAM/BHQ RNA-DNA oligo cleavage fluorescence, 5 h; activation, % at 20 µM; 350,000 tested, 0.32% active; in the data active = activation above about 50%
# Target sequence (P0AE70 whole entry, looked up): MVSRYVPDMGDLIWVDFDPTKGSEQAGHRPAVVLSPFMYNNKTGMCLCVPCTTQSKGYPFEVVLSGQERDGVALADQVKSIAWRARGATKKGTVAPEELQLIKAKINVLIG
# PriA SSB inh = blocks PriA binding to SSB C-terminal tail | inhibition, % at 33 µM | AlphaScreen SSBct-PriA binding, biotinylated peptide | 430,000 tested, 0.6% active; in the data active = inhibition mostly above about 37%, no sharp cut-off; inactive = mostly below about 20%;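 note: plate controls were negative control peptide for no effect and reference peptide for full effect; strong numbers were not always called active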
# * marks the source's active call; other numbers are inactive results; i = inactive; / = no result given; & = joins results of further samples.
SMILES,DUSP3 inh,SARS 3CLpro inh,Yp Topo-I inh,Vc quorum ag,TcdB GH inh,Rv3671c inh,Anthrax LF prot,PfHsp40 yeast,MazEF act,PriA SSB inh
Cc1cc(=O)oc2cc(OCCC[n+]3ccccc3)ccc12,1,-5,-3,i,0.0,4,1,-0.8,0,-3
Cc1ccc(C(=O)Oc2cccc(NC(=O)c3ccco3)c2)cc1S(=O)(=O)N1CCC(C)CC1,37,7,4,-0.2,/,-91,20,1.2,1,4
COc1ccc(CNC(=O)C2COc3ccccc3O2)cc1 (stereo unspecified),13,5,7,4.8,/,-20,-2,-1.0,4,-19
CCn1c(COc2ccccc2C)nnc1SCC(=O)CC(=O)Nc1ccccc1OC,-8,0,-2,-0.3,/,-16,-10,2.8,-9,-1
COc1cc([N+](=O)[O-])ccc1NC(=O)Cn1ccsc1=N,-5,1,-3,-2.0,0.8,-1,2,2.0,2,-12
CCCc1cc(=O)[nH]c(SCC(=O)N(CCC#N)c2ccc3c(c2)OCCO3)n1,/,/,9,-0.3,0.0,/,-7,-0.7,-3,-11
COC(=O)CN(C)C1CC(=O)N(c2ccc(Cl)cc2)C1=O (stereo unspecified),13,-3,-2,2.0,/,-5,0,0.6,6,-8
C[C@@H]1CN([C@H](C)CO)C(=O)CCCn2nncc2CO[C@H]1CN(C)Cc1ccccc1C(=O)O,/,/,0,-0.7,1.5&-3.7,/,-1,/,6,/
Cc1ccc(C)c(S(=O)(=O)N2CCN(C(=O)CCc3nc4ccccc4c(=O)[nH]3)CC2)c1,/,/,-9,i,2.0,3,-2,-0.6,3,-4
C[C@H]1CN([C@@H](C)CO)C(=O)c2cc(Br)cnc2O[C@H]1CN(C)C(=O)C1CCC1,/,/,-3,i,0.6&-1.0,/,-6,/,-23,/
CCOC(=O)Cn1nc(C)c(NC(=O)COc2cccc(Cl)c2)c1C,6,-3,2,-1.6,0.3,-2,-4,0.8,-14,-3
CN(C(=O)c1cccc(NC(=O)Cc2ccc(NC(=O)C3CCN(C(=O)C4CCCCC4)CC3)cc2)c1)C1CCC1,/,/,7,1.4,1.8,/,3,1.2,-6,-11
Cc1cc(NC(=O)COc2ccccc2)ccc1Cl,-8,2,0,-0.1,-5.8,-9,/,3.6,1,-37
O=C(c1cccs1)N(Cc1ccc(Cl)cc1)C1CCS(=O)(=O)C1 (stereo unspecified),-10,-2,5,-0.3,0.4,-8,1,0.9,-1,-4
O=S(=O)(NCc1ccccn1)c1ccc2ccccc2c1,-14,-5,8,-4.0,1.5,-4,-8,-2.6,0,1
COc1ccc(CCNC(=O)CSc2nnnn2-c2ccccc2OC)cc1OC,2,-5,1,-0.4,0.4,10,-4,-0.2,2,1
COCCSc1nc2c(c(=O)[nH]c(=O)n2C)n1CCCc1ccccc1,26,5,2,-2.3,0.6,-2,2,1.6,-3,-6
CCNc1nc(NC(C)C)nc(N(C#N)CCOc2ccccc2)n1,-15,5,-10,/,/,0,-3,1.3,-9,-18
Cc1cc(Cl)ccc1OCC(=O)O,11,1,10,-0.2,1.0,3,2,-0.4,3,-5
Cc1ccc(C2NC(c3ccc(C)cc3)C(C)C(=O)C2C)cc1 (stereo unspecified),0,-3,-2,-0.4,1.5,0,2,-1.9,6,-1
COC(=O)c1[nH]c(C)c(/C(O)=C2\C(=O)C(=O)N(CCCN3CCOCC3)C2c2ccccn2)c1C (stereo unspecified),-21,4,2,-0.1,/,4,0,0.1,1,/
O=C(CN1CCC(C(=O)c2cccc(Cl)c2)CC1)Nc1cccc(C(=O)O)c1,0,3,11,-0.8,0.4,10,0,-1.5,-9,-20
O=C(CSc1n[nH]c(=O)n1-c1cccnc1)N1CCOCC1,31,0,-3,-0.7,0.6,9,/,/,12,-7
COc1ccc(S(=O)(=O)N2CCOC2CNC(=O)C(=O)NCc2ccccc2OC)cc1 (stereo unspecified),14,-7,30,-0.4,1.4,-11,-2,0.5,-30,7
Cc1cccc(CN2CCN(Cc3cnn(-c4ccccc4F)c3)CC2CCO)n1 (stereo unspecified),17,3,1,-0.3,-0.3,11,-6,-1.0,-5,-3
COc1ccc(OC)c(NC(=O)c2cc(-c3cc(F)ccc3OCC3CCCO3)n[nH]2)c1 (stereo unspecified),/,/,13,1.2,3.2,/,-7,/,/,/
CN(Cc1cccc(F)c1)CC(O)COCc1ccccc1Cl (stereo unspecified),29,5,7,i,1.8,8,0,0.4,2,-2
CC1CCCCN1C(=O)CN1C(=O)c2ccccc2S1(=O)=O (stereo unspecified),/,/,4,i,1.3,4,-2,-0.6,3,-4
Cc1noc(C)c1COc1ccc(C(=O)OCc2nnc(-c3ccc(Cl)cc3)o2)cc1,8,-8,12,-1.3,/,-10,-2,0.3,4,-7
COc1cccc(NC(=O)N(CCCN2CCOCC2)C(C)c2cc3cccc(OC)c3o2)c1 (stereo unspecified),6,1,27,/,/,12,-4,5.3,6,6
CN(CC(=O)NCc1ccccc1)Cc1cccc(F)c1,24,-3,-2,i,0.6,/,1,-0.3,-1,2
COc1ccc(N2CCC(CNC(=S)Nc3c(C)cccc3C)C2)cc1 (stereo unspecified),-5,0,-9,-0.4,-46,7,-11,-0.2,7,31
CC(C)=CCc1c2c(c3occ(-c4ccc(O)cc4)c(=O)c3c1O)C=CC(C)(C)O2,35,3,-9,-0.6,-4.4,-1,-5,39*,1,11
Cc1ccc(CC(=O)N2CCN(c3ccccn3)CC2)cc1,2,-5,8,-1.4,/,3,-3,0.9,5,-15
COc1cccc(C(=O)NNC(=O)c2ccccc2Br)c1,24,-6,0,i,/,7,-3,-2.2,4,-8
Cc1occc1C(=O)N/N=C/C1=C(N2CCOCC2)C(=C/c2ccc(Cl)cc2Cl)/CC1,/,/,1,i,-1.0,/,1,0.0,33,i
CN(Cc1ccccc1)C(=O)C1CCN(S(=O)(=O)c2cc([N+](=O)[O-])ccc2Cl)CC1,-17,-2,9,-1.0,1.0,-1,-2,0.2,5,11
O=C(Nc1ccc2c(c1)OCO2)c1csc([C@@H]2O[C@H](CO)[C@H](O)[C@H](O)[C@H]2O)n1,/,/,-1,0.0,0.7,/,3,/,/,/
COc1cc(OC)nc(NC(C)=O)n1,17,2,1,1.7,/,-3,-1,0.6,-6,0
CC(=O)NC(C)(c1ccccc1)c1nc(-c2ccncc2)cs1 (stereo unspecified),/,/,1,-0.3,-0.5,/,-8,/,/,/
COc1cccc(Nc2nc(C(N)c3ccccc3Cl)cs2)n1 (stereo unspecified),/,/,2,i,1.8,/,-10,/,/,/
O=C(C1CCCCC1)N1C[C@@H](O)[C@H](n2cc(-c3ccc(F)cc3)nn2)C[C@@H]1c1ccccc1,/,/,9,-0.5,2.3,/,-1,/,-2,/
Cc1cccc(N(C)S(=O)(=O)c2ccc3c(c2)C(C)(C)C(=O)N3C)c1,21,0,6,-1.5,8.0,0,-1,-0.2,4,-1
Cc1ccc(C)c(NC(=S)N/N=C/C(C)c2ccccc2)c1 (stereo unspecified),25,3,-3,-0.3,1.6,3,0,-1.7,2,/
CC1=C(C)CC(C(=O)NNC(=O)c2ccccc2)C(C(=O)O)C1 (stereo unspecified),29,-4,3,i,/,1,-2,0.9,5,-1
COCCC(=O)N1CCC(Oc2ccc(C(=O)NC(C)CCn3cccn3)cc2)CC1 (stereo unspecified),0,0,-3,-0.3,0.8,/,-1,1.1,2,3
O=C(c1ccc(-c2ccc([N+](=O)[O-])cc2)o1)N1CCCCC1,18,-9,3,-0.6,0.1,-4,0,0.7,1,9
CCOC(=O)C1CCCN(C(=O)/C=C/c2cc(OC)c(OC)c(OC)c2)C1 (stereo unspecified),37,5,1,i,0.1,2,2,-0.3,10,-6
O=C(CCOc1ccccc1)Nc1ccc(S(=O)(=O)Nc2ncccn2)cc1,/,/,3,-3.7,-0.4,1,-6,-0.3,0,-17
Cc1cc(O)ccc1N/C=C1\CCCC1=O,-4,1,-12,-0.4,/,20,-2,-0.1,-4,/
C#Cc1ccc(CN2CCC(N3CCC(C(=O)NCc4ccccn4)CC3)CC2)cc1,-9,4,2,-0.2,-2.8,-6,2,-0.9,7,8
Cc1ccc(SCc2nc3ccccc3n2CC(=O)Nc2ccccc2)cc1,27,-5,18,i,/,-17,3,0.2,-3,9
O=C(NNC(=O)c1csc(N2CCOCC2)n1)c1ccc(Cl)nc1,/,/,9,-0.7,1.4,0,-1,-2.6,-3,5
CCN(CC)CCCN1C(=O)c2oc3ccccc3c(=O)c2C1c1cccc(OC)c1OC (stereo unspecified),3,6,8,i,/,-7,-3,0.3,7,0
COc1ccc([N+](=O)[O-])cc1NC(=O)C(C)OC(=O)C1CCCC1 (stereo unspecified),-3,0,7,-0.3,0.6,-5,-1,1.5,2,-8
COCCNC(=O)c1c[nH]c2ccc(S(=O)(=O)Nc3ccccc3F)cc2c1=O,10,-2,0,-0.6,-0.3,-4,-9,1.0,3,-2
COc1ccccc1C(=O)Nc1ccc(S(=O)(=O)Nc2cc(C)nc(C)n2)cc1,28,-2,4,-1.5,/,0,-3,-0.4,5,0
Cc1cccc2cc3c(N)c(C(=O)N4CCOCC4)sc3nc12,13,-3,11,i,/,0,1,-1.6,11,-7
CCCC(NC(=O)C(C)NC(=O)CO/N=C1\C=C2CCC3C4CCC(C(C)=O)[C@@]4(C)CCC3[C@@]2(C)CC1)C(=O)O (stereo partly specified),-4,3,0,-0.5,1.0,/,6,-1.4,5,/
O=S(=O)(NC1CCCCC1N1CCC(O)CC1)c1ccc(Cl)cc1 (stereo unspecified),17,-1,9,i,-0.3,3,27,2.3,-11,7
Cc1ccc(C=Nc2ccccc2C(N)=O)s1,-8,1,2,i,/,-4,0,-0.1,-2,-12
O=C1CC(N2CCOCC2)C(=O)N1c1ccc(Cl)cc1 (stereo unspecified),17,-2,3,-0.3,0.9,0,-2,0.6,4,3

# Molecules from the list above with an NH in an aromatic ring:
SMILES,DUSP3 inh,SARS 3CLpro inh,Yp Topo-I inh,Vc quorum ag,TcdB GH inh,Rv3671c inh,Anthrax LF prot,PfHsp40 yeast,MazEF act,PriA SSB inh
CCCc1cc(=O)[nH]c(SCC(=O)N(CCC#N)c2ccc3c(c2)OCCO3)n1,/,/,9,-0.3,0.0,/,-7,-0.7,-3,-11
Cc1ccc(C)c(S(=O)(=O)N2CCN(C(=O)CCc3nc4ccccc4c(=O)[nH]3)CC2)c1,/,/,-9,i,2.0,3,-2,-0.6,3,-4
COCCSc1nc2c(c(=O)[nH]c(=O)n2C)n1CCCc1ccccc1,26,5,2,-2.3,0.6,-2,2,1.6,-3,-6
COC(=O)c1[nH]c(C)c(/C(O)=C2\C(=O)C(=O)N(CCCN3CCOCC3)C2c2ccccn2)c1C (stereo unspecified),-21,4,2,-0.1,/,4,0,0.1,1,/
O=C(CSc1n[nH]c(=O)n1-c1cccnc1)N1CCOCC1,31,0,-3,-0.7,0.6,9,/,/,12,-7
COc1ccc(OC)c(NC(=O)c2cc(-c3cc(F)ccc3OCC3CCCO3)n[nH]2)c1 (stereo unspecified),/,/,13,1.2,3.2,/,-7,/,/,/
COCCNC(=O)c1c[nH]c2ccc(S(=O)(=O)Nc3ccccc3F)cc2c1=O,10,-2,0,-0.6,-0.3,-4,-9,1.0,3,-2

# This is a subset, so the mix of outcomes need not match the whole.
